Source: PubChem (National Center for Advancing Translational Sciences (NCATS))
TDP-43 yeast inh – TDP-43 toxicity inhibition in yeast; AID 652104; Potency, µM (top dose mostly 46.1 µM), inactives show at the top dose growth rescue (activation), actives largely listed as activators; 410,000 tested, 1.8% active; TDP-43 expressing yeast growth rescue, BacTiter-Glo, 24 h; further: % of control where 0% means no effect; nearly all actives have a fitted effect of over 50% in size
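Luminescence from BacTiter-Glo reports growth of TDP-43-expressing yeast after 24 hr at 30 deg C with compound. Cells were raffinose-pregrown to mid-log, then seeded in galactose medium at OD600=0.02.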
aSyn rescue – alpha-synuclein toxicity inhibition in yeast | 370,000 tested, 0.14% active | Potency, µM (top dose mostly 46.1 µM), inactives show top-dose growth rescue (activation), hits mostly activators | AID 652106 | Yeast expressing alpha-synuclein, growth rescue, BacTiter-Glo, 24 h; further: % of control where 0% means no effect; nearly all actives have a fitted effect of over 65% in size
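Readout is rescue of growth in alpha-synuclein-expressing yeast, so inhibitors of toxicity appear as activators. Growth after 24 hr at 30 deg C in galactose medium is quantified by luminescence.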
EPAC2 antag – antagonists of human EPAC2; Q8WZA2; 360,000 tested, 0.18% active; EPAC2 GEF exchange of Rap1B-BODIPY-GDP, fluorescence; AID 720708; Potency, µM (titrated, usually from 114 µM), without a hit: top-dose activity, negative = inhibition, actives largely listed as inhibitors; further: on the % scale 0 is the no-effect control and ±100 the full control effect; nearly all actives have a fitted effect of over 45% in size; many of its hits are not listed in these tables
Target sequence (Q8WZA2 whole entry, looked up): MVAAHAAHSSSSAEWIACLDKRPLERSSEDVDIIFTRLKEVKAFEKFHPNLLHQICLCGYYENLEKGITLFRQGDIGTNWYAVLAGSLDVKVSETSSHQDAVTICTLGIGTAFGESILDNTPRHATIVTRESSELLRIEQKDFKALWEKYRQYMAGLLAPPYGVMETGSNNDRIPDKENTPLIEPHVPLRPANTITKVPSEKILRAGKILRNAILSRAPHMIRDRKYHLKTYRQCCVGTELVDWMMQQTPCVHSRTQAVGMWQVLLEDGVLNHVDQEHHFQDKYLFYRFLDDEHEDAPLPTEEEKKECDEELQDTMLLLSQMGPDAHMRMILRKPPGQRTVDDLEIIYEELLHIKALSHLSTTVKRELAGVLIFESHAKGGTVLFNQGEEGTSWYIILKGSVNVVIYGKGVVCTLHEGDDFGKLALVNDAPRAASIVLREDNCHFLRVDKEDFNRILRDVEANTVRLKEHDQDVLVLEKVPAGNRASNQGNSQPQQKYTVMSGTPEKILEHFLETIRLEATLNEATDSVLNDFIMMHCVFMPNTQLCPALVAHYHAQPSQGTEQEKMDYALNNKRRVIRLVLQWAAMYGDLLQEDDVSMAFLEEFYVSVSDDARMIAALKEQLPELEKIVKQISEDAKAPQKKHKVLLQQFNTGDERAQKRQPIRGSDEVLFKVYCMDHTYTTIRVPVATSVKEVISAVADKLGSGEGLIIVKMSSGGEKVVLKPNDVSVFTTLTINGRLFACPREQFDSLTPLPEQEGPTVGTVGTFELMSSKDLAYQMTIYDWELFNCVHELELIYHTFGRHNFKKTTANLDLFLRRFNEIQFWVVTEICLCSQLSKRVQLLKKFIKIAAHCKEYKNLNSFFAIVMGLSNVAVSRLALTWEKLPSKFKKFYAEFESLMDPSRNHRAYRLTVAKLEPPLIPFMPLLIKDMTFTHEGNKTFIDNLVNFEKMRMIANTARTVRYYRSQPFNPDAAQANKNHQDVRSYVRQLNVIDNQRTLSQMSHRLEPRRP
FUS suppressor – rescues growth of FUS-expressing yeast; S. cerevisiae FUS-expressing, growth rescue, OD600, 24 h; Potency, µM (top dose mostly 76.6 µM), without a hit: at the top dose growth rescue (activation), hits mostly activators; 390,000 tested, 0.24% active;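 further: plate controls were DMSO vehicle for no effect and reference control for full effect; nearly all actives have a fitted effect of over 55% in size; some results filed as inactive show a strong effect at the top dose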
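Compound concentration series was pinned onto galactose-induced FUS-expressing yeast seeded at OD 0.005. Plates sat 24hr at 30C; absorbance at 600 nm gave growth. DMSO served as background control.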
PTHR1 ag – PTHR1 (human) receptor agonism | Q03431 | HEK293 GP2 PTHR1 cells, GloSensor cAMP luminescence, 1 h | Potency, µM (doses to about 115 µM), without a hit: at the highest dose activation, most hits filed as activators | 410,000 tested, 0.075% active; further: nearly all actives have a fitted effect of over 55% in size; some results filed as inactive show a strong effect at the top dose; inactives centre near -15; many of its hits are not listed in these tables
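HEK-293-derived GP2 cells expressing PTHR1 and a GloSensor cAMP reporter, 3,000/well, plated overnight, given luciferin plus IBMX (each 0.5 mM as added) for 1 h at 37 °C, then compound for 1 h at 37 °C. Luminescence was read after 15 min at room temperature.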
EPAC1 agonist – activates human EPAC1 exchange factor; O95398; Potency, µM (doses to about 154 µM), for the others: top-dose activation, usual class: activators; EPAC1 agonist qHTS, biochemical assay; response scale: 100% = response to 6.5 mM cAMP; AID 720707; 360,000 tested, 0.073% active; further: nearly all actives have a fitted effect of over 60% in size
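Nucleotide exchange by EPAC1 (100 nM) on Rap1B–BODIPY-GDP (250 nM) in the presence of 50 uM GDP is tracked fluorescently at 480/540 nm over 30 min. Signals are normalized to a 6.5 mM cAMP control.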
EPAC1 antagonist – EPAC1 (human) antagonism; O95398; EPAC1 GEF assay, Rap1b-BODIPY-GDP exchange fluorescence; Potency, µM (series often up to 115 µM), for inactives: at the top dose activity change, negative = inhibition, hits mostly inhibitors; 360,000 tested, 0.14% active; AID 720709;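 further: plate controls were vehicle for no effect and positive control for full effect; nearly all actives have a fitted effect of over 50% in size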
EPAC2 agonist – EPAC2 (human) agonism; EPAC2 activation, biochemical qHTS; response scale: 100% = 6.5 mM cAMP response; 360,000 tested, 0.079% active; Potency, µM (series often up to 154 µM), inactives show at the highest dose activation, hits mostly activators; further: nearly all actives have a fitted effect of over 50% in size
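Nucleotide exchange monitored as fluorescence drop when BODIPY-GDP leaves Rap1B. Reaction: 100 nM EPAC2, 250 nM RAP1B-BODIPY-GDP, 50 uM GDP, room temperature, kinetic read over 30 min. Activity expressed relative to 6.5 mM cAMP.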
* hit, by the source's call; i = inactive; ? = inconclusive; / = no result given; & = joins results of further samples; [ ] = dose if it differs, or a comment. The call rests on the fitted dose curve; in most records, active means well fitted curve in the direction sought with a large enough effect; inconclusive means small, poorly fitted or top-dose-only effect, or another doubt; inactive means no such curve, though single readings can be large; an effect the other way counts as inactive or inconclusive. Potency means the concentration at half of the fitted maximal effect. Only part of the results is shown; count on the stated rates, not on these rows.

Start of the listing, in advance:
no.	SMILES	TDP-43 yeast inh	aSyn rescue	EPAC2 agonist	FUS suppressor	EPAC1 agonist	PTHR1 ag	EPAC1 antagonist	EPAC2 antag
1	Cc1cc(OCC(=O)NCc2ccccn2)cc(C)c1Br	3%	3%	2%	/	1%	-13%	-18%	-1%
2	CCOC(=O)C1CCN(C(=S)Nc2ccc(C)cc2)CC1	2%	-10%	0%	-9%	-5%	-23%	17%	-4%
3	CCOC(=O)C1CCN(C(=O)COC(=O)COc2ccc(Cl)cc2)CC1	-21%	-1%	0%	-16%	-1%	-5%	-7%	-2%
4	COc1ccc(NS(=O)(=O)c2cc(S(C)(=O)=O)ccc2C)cc1	13%	7%	6%	-30%	4%	i	0%	-7%
5	COc1cc(C(c2nnnn2C(C)(C)C)N2CCN(c3nc4ccccc4s3)CC2)ccc1O (stereo not drawn)	2%	-13%	7%	-21%	17%	-13%	-19%	-7%
6	O=C(NCc1ccccc1)c1cc2ccccc2o1	30%&2%	1%	9%	-28%&15%	1%	-16%	11%	19%
7	CC(C)CN1CCC1(C)C(=O)Nc1cc(-c2ccccc2)nn1C (stereo not drawn)	7%	1%	-4%	-19%	-12%	-9%	-21%	-10%
8	COc1ccc(-n2c(C)c(C)c3c(NCCCO)ncnc32)cc1	0%	0%	4%	38%	-2%	-12%	-18%	1%
9	CCOc1ccc(N=C2SC(C(=O)O)CC(=O)N2C)cc1 (stereo not drawn)	23%	-1%	1%	4%	0%	i	-2%	10%
10	NC(=O)CC(NC(=O)Cc1ccc(Br)cc1)c1ccc(N2CCN(c3ccccn3)CC2)c([N+](=O)[O-])c1 (stereo not drawn)	13%	-11%	-2%	2%	6%	-52%[inhibitor]	-22%	4%

The listing, from the start:
no.	SMILES	TDP-43 yeast inh	aSyn rescue	EPAC2 agonist	FUS suppressor	EPAC1 agonist	PTHR1 ag	EPAC1 antagonist	EPAC2 antag
1	Cc1cc(OCC(=O)NCc2ccccn2)cc(C)c1Br	3%	3%	2%	/	1%	-13%	-18%	-1%
2	CCOC(=O)C1CCN(C(=S)Nc2ccc(C)cc2)CC1	2%	-10%	0%	-9%	-5%	-23%	17%	-4%
3	CCOC(=O)C1CCN(C(=O)COC(=O)COc2ccc(Cl)cc2)CC1	-21%	-1%	0%	-16%	-1%	-5%	-7%	-2%
4	COc1ccc(NS(=O)(=O)c2cc(S(C)(=O)=O)ccc2C)cc1	13%	7%	6%	-30%	4%	i	0%	-7%
5	COc1cc(C(c2nnnn2C(C)(C)C)N2CCN(c3nc4ccccc4s3)CC2)ccc1O (stereo not drawn)	2%	-13%	7%	-21%	17%	-13%	-19%	-7%
6	O=C(NCc1ccccc1)c1cc2ccccc2o1	30%&2%	1%	9%	-28%&15%	1%	-16%	11%	19%
7	CC(C)CN1CCC1(C)C(=O)Nc1cc(-c2ccccc2)nn1C (stereo not drawn)	7%	1%	-4%	-19%	-12%	-9%	-21%	-10%
8	COc1ccc(-n2c(C)c(C)c3c(NCCCO)ncnc32)cc1	0%	0%	4%	38%	-2%	-12%	-18%	1%
9	CCOc1ccc(N=C2SC(C(=O)O)CC(=O)N2C)cc1 (stereo not drawn)	23%	-1%	1%	4%	0%	i	-2%	10%
10	NC(=O)CC(NC(=O)Cc1ccc(Br)cc1)c1ccc(N2CCN(c3ccccn3)CC2)c([N+](=O)[O-])c1 (stereo not drawn)	13%	-11%	-2%	2%	6%	-52%[inhibitor]	-22%	4%
11	CC(NC(=O)C1CCN(S(=O)(=O)N2CCC3(CC2)OCCO3)CC1)c1ccccc1 (stereo not drawn)	-22%	-4%	6%	0%	-5%	-1%	1%	9%
12	C/C(N)=C(/C#N)C(=O)COC(=O)CNS(=O)(=O)c1ccc(C)cc1	-4%	-2%	1%	-14%	1%	i	2%	5%
13	CCOC(=O)c1cc(C(=O)Nc2ccccc2F)nn1C	-7%	-4%	0%	10%	5%	-15%[57.5 µM]	11%	12%
14	CC(NC(=O)c1ccc(F)cc1)c1nc2ccccc2n1Cc1ccccc1F (stereo not drawn)	-19%	-1%	3%	?	3%	i	1%	-4%
15	CCC1CCCCN1C(=O)CSc1nnc(CNC(=O)c2ccco2)o1 (stereo not drawn)	10%	2%	-3%	7%	-8%	i	-3%	8%
16	CCc1ccc(NC(=O)C2(C)Cc3ccccc3C(=O)O2)cc1 (stereo not drawn)	?	7%	4%	3%	-3%	i	-6%	-12%
17	CCOC(=O)C(O)C1CCc2c([nH]c3ccc(C)cc23)C1=O (stereo not drawn)	10%	2%	4%	?	-2%	?	-21%	-18%
18	COc1cc2oc(=O)cc(-c3ccc(-c4ccc(C(F)(F)F)cc4)cc3)c2c(OC)c1OC	-2%	-4%	4%	-12%	-4%	-22%	-6%	-15%
19	Cc1cc(C)c(NC(=O)CN2CCN3CCCC3C2)c(C)c1 (stereo not drawn)	-10%&6%	4%&-1%	3%&4%	-7%	2%&0%	-23%	-4%&-9%	-27%&3%
20	O=C1NC(Cc2c[nH]c3ccccc23)C(=O)N1CCOc1ccc(F)cc1 (stereo not drawn)	-3%	3%	5%	-2%	-6%	i	-10%	-5%
21	CCCc1cc(C(=O)N2CCCC(C(=O)c3ccc(Cl)cc3)C2)n(C)n1 (stereo not drawn)	21%	2%	-2%	18%	-23%	-76%[inhibitor]	-6%	-6%
22	O=C(Cc1cccc(F)c1)N1CCCC(CO)(Cc2ccc(F)cc2F)C1 (stereo not drawn)	5%	3%	-5%	10%	-4%	-2%	9%	2%
23	Cc1nc2cc(NS(=O)(=O)c3ccccc3)ccc2n1C	-13%	1%	7%	22%	-4%	i	4%	6%
24	COc1cc2[nH]c(=S)nc(NCc3ccc(C)cc3)c2cc1OC	15%	0%	-9%	-5%	-6%	-25%	-9%	5%
25	OCC[C@H]1C[C@H](O)[C@@H](O)[C@]2(CCc3ccccc3O2)O1	13%	-1%	3%	-32%	-21%	-13%	-9%	9%
26	Cc1ccc(C(=O)OCC(=O)NCCc2ccccc2)cc1C	22%	12%	-6%	12%	-10%	-1%	-2%	6%
27	COCCN(CC(=O)Nc1cccc(C)c1C)C(=O)C1(c2ccccc2)CC1	0%	3%	0%	/	4%	i	5%	7%
28	COc1cccc(NC(=O)CSc2nc3n[nH]c(C)c3c(=N)n2-c2cccc(OC)c2)c1	8%	8%	19%	9%	10%	-5%	-13%	2%
29	CCOC(=O)/C=C/C(=O)OCC(=O)NCc1ccccc1	26%	5%	12%	-33%	2%	-18%	-23%	5%[57.1 µM]
30	COc1ccc(C(=O)Nc2ccccc2C(=O)NCC2CCCO2)cc1 (stereo not drawn)	0%	-16%	-8%	2%	8%	i	-8%	-3%
31	Cc1cccc(OCC(=O)NNC(=O)c2cccs2)c1	7%	2%	9%	12%	5%	i	-10%	11%
32	CC(=O)Nc1ccc(NC(=O)CN(C)CCC#N)cc1	14%	1%	5%	19%	6%	i	-6%	-1%
33	CCc1ccc(NC(=O)CSc2nc3ccsc3c(=O)n2CCCCCC(=O)O)cc1	-15%	-2%	1%	-29%	-15%	-11%	-14%	-2%
34	CC(=O)Oc1ccc(-c2cccc(C(=O)NCCO)c2)cc1	6%	3%	-1%	0%	9%	i	0%	6%
35	CCN(CC)S(=O)(=O)c1cc(NC(=O)CSc2nnc(-c3cccs3)o2)ccc1C	-3%	4%	15%	-1%	10%	i	-16%	-6%
36	Cc1ccc2[nH]c(=O)c(CN(C)S(=O)(=O)c3cccc4nonc34)cc2c1	10%	5%	-3%	-4%	-10%	0%	3%	19%
37	CN(C)c1cccc(C(=O)NNC(=O)C23CC4CC(CC(C4)C2)C3)c1	14%	-2%	0%	-9%	6%	-16%	-7%	10%
38	Cc1ccc(C)c(OC(=O)c2cccnc2)c1	13%	0%	8%	-10%	1%	-22%	-7%	-6%
39	Cn1cc(-c2ccccc2)cc(C#N)c1=O	-8%[9.22 µM]	6%	-1%	12%	1%	-25%	-4%	7%
40	CS(=O)(=O)N(CC(=O)N1CCN(c2cccc(Cl)c2)CC1)c1cccc(F)c1	17%	17%	7%	11%	17%	-5%[57.5 µM]	-14%	-15%

Part of the list above, reduced to FUS suppressor and EPAC2 agonist:
nr	Compound	FUS suppressor	EPAC2 agonist
39	Cn1cc(-c2ccccc2)cc(C#N)c1=O	12%	-1%
40	CS(=O)(=O)N(CC(=O)N1CCN(c2cccc(Cl)c2)CC1)c1cccc(F)c1	11%	7%

(listing goes on)
no.	SMILES	TDP-43 yeast inh	aSyn rescue	EPAC2 agonist	FUS suppressor	EPAC1 agonist	PTHR1 ag	EPAC1 antagonist	EPAC2 antag
41	COc1ccc(-c2nc3ccc(Cl)cn3c2Cc2cccc(F)c2)cc1OC	?	3%	8%	20%	2%	-12%	-2%	?
42	O=[N+]([O-])c1cnn(-c2nc(-c3cccs3)cc(C(F)(F)F)n2)c1	-3%	2%	7%	5%	9%	-11%	2%	5%
43	CCCC(=O)NC(=S)Nc1ccc(NC(=O)c2cccs2)cc1	10%	-6%	-6%	14%	1%	-3%	11%	8%
44	COc1ccc(NC(=O)N2CCN(c3nc(-c4cccc(OC)c4)cs3)CC2)cc1	?	-2%	11%	?	12%	-31%[inhibitor]	1%	2%
45	N#Cc1ccc(/C=C2\CCCCn3c2nc2cc(C(=O)O)ccc2c3=O)cc1	-14%	8%	9%	21%	-5%	i	-4%	5%
46	Cc1ccc(NS(=O)(=O)c2ccc3c(c2)CCC(=O)N3)cc1	3%	-1%[1.84 µM]	9%&9%	-3%&12%	4%&6%	-46%&-37%[inhibitor]	-18%&-13%	6%&-3%
47	CC(=O)c1ccc(C#CC(C)(C)O)s1	-12%	0%	0%	?	2%	-26%	-16%	-6%
48	O=C(Oc1cncc(Cl)c1)c1ccco1	?	25%	4%	5%	3%	i	1%	5%
49	COc1ccc(C(=O)NCCCNC(=O)c2cnccn2)cc1	-2%	0%	3%	7%	3%	i	3%	3%
50	CC(C)C12CN3CC(C(C)C)(CN(C1)C3c1ccccc1O)C2=O (stereo not drawn)	3%	5%	7%	2%	1%	-25%	-3%	0%
51	O=C(NCCN1CCOCC1)C(=O)NCC1OCCN1S(=O)(=O)c1ccc(Cl)cc1 (stereo not drawn)	17%	-15%	0%	-8%	1%	i	-9%	16%
52	O=C(CN1CCN(c2ccc(F)cc2)CC1)Nc1ccc(F)c(F)c1	14%	11%	-19%	-28%	-3%	-14%	-5%	-1%
53	O=C(NCCN1CCOCC1)c1cc2sccc2n1Cc1ccc(Cl)cc1	-3%	7%	10%	14%	13%	-6%[57.5 µM]	-19%	0%
54	O=C(COC(=O)Cc1ccc(Cl)cc1)NC1CCCC1	11%	3%	9%	-23%	10%	-23%	-10%	4%
